GRIN3A LBD mod = modulates the human NR3A ligand-binding domain. Tm shift relative to glycine control, % at 25 µM. hit rate 2.5% among 340,000. NR3A LBD differential scanning fluorimetry, Tm shift; 0% = protein alone, 100% = glycine-bound protein;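 active = melting temperature shift of at least 10% of the positive control shift, at one fixed dose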
SENP6 inh = blocks the human protease SENP6. Q9GZR1. Recombinant SENP6 catalytic domain, aminoluciferin luminescence. inhibition, % at 10 µM. hit rate 1.8% among 330,000. AID 2599;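 active = inhibition above about 50% at the single tested dose, limit read from the data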;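 also: plate controls were DMSO wells with enzyme for no effect and DMSO wells lacking enzyme for full effect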
SENP8 block = blocks human SENP8 cleavage of Nedd8 substrate | Q96LD8 | recombinant SENP8, Nedd8 substrate fluorescence | inhibition, % at 20 µM | hit rate 0.64% among 360,000 | AID 602440; in the data active = inhibition mostly above about 40%, no sharp cut-off; inactive = mostly below about 27%
Target sequence (Q96LD8 whole entry, looked up): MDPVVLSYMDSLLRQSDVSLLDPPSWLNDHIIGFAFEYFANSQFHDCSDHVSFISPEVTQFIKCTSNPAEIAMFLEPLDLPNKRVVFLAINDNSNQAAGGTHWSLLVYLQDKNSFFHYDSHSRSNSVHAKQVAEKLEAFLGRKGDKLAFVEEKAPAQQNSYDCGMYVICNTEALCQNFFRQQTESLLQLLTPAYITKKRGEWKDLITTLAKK
hIAP act = human IAP activation. purified human IAP, CDP-Star luminescence, 30 min; hits give high values; 1 = vehicle-only enzyme, 0 = enzyme-free background. activation factor at 10 µM. hit rate 0.16% among 330,000. AID 2524;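 active = activation factor of the enzyme at least 2-fold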; also: the source names both 10 and 20 µM as test concentration; values of inactives mirror those of a sister screen read the other way
MPTP block = inhibitors of mitochondrial permeability transition pore; isolated mouse mitochondria, Ca2+ swelling absorbance, 30 min; AID 602449; inhibition, % at 10 µM; hit rate 1.4% among 360,000;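 active = inhibition of 50% or more, scaled per plate between neutral and stimulator controls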;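 also: 0% = DMSO wells given calcium and 100% = 1 mM EGTA wells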
ATG4B inhibitor = inhibitors of human ATG4B cysteine protease; Q9Y4P1; ATG4B cleavage of LC3-PLA2, NBD-HPC fluorescence, 1 h; inhibition, % at 8.33 µM; hit rate 0.51% among 340,000; AID 504462; in the data active = inhibition above about 40%
Target sequence (Q9Y4P1 whole entry, looked up): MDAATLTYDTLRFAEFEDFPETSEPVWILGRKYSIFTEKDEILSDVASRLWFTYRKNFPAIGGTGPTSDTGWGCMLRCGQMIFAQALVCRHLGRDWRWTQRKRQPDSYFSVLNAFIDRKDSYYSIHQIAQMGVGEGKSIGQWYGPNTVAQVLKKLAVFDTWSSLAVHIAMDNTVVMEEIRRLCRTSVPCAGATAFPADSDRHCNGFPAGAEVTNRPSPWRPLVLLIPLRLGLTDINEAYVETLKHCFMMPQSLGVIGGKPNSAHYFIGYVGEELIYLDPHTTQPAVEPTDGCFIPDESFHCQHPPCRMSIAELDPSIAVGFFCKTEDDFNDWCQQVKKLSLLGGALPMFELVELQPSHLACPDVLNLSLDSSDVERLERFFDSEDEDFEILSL
SENP1 inh = blocks the human SENP1 SUMO protease catalytic domain | Q9P0U3 | recombinant SENP1 catalytic domain, CyPet-SUMO1-YPet FRET cleavage | inhibition, % at 10 µM | hit rate 0.21% among 360,000 | AID 624204;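 active = inhibition at least 30% at 10 µM, raw YFP signal under a set limit, fluorescence ratio 0.5 to 1.5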;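 also: 0% = enzyme with DMSO and 100% = no enzyme wells; some results filed as inactive read as strong as hits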
Target sequence (Q9P0U3 419-644 limits assumed): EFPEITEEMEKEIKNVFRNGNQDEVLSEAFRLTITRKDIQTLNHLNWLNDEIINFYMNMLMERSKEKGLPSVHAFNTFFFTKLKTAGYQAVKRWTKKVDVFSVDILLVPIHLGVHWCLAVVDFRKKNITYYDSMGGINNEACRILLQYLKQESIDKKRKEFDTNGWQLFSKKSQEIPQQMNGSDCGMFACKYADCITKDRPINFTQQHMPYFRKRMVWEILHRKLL
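Material – human SENP1 catalytic domain · Input – SENP1 enzyme, 20 pM final · Compound dosing – single concentration of 10 µM compound, 0.5% DMSO final · Timing – enzyme reaction for 50 min at room temperature, dark · Measured by – FRET fluorescence in CFP and YFP emission channels · Control set – no-enzyme wells low, DMSO-plus-enzyme wells high control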
PfGluPho inh = PfG6PD (Plasmodium falciparum) enzyme inhibition | PfGluPho enzyme, NADPH resazurin-diaphorase fluorescence | inhibition, % at 20 µM | hit rate 0.78% among 350,000 | AID 504690;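 active = inhibition reaching at least a set limit at 20 µM in the primary screen, cut at about 59% in these data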;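 also: 0% = DMSO wells with substrate and 100% = DMSO wells lacking glucose-6-phosphate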
An asterisk follows results filed as active; · = not tested or not shown.

Preview, three compounds:
SMILES	GRIN3A LBD mod	SENP6 inh	SENP8 block	hIAP act	MPTP block	ATG4B inhibitor	SENP1 inh	PfGluPho inh
Cc1csc(NC(=O)CCNS(=O)(=O)c2ccc3c(c2)c(=O)n(C)c(=O)n3C)n1	-2.0	-11.1	11.9	0.909	-2.0	9.7	0.6	-4.2
CCSc1ccccc1C(=O)NC1CCCCC1	-4.0	-15.5	16.6	1.16	-0.3	10.6	-1.5	-18.9
O=C1CN(c2ccccc2Cl)C(=O)CN1c1ccccc1Cl	1.2	11.0	13.5	0.898	0.8	-5.4	0.7	1.0

All compounds of this part, from the start:
SMILES	GRIN3A LBD mod	SENP6 inh	SENP8 block	hIAP act	MPTP block	ATG4B inhibitor	SENP1 inh	PfGluPho inh
Cc1csc(NC(=O)CCNS(=O)(=O)c2ccc3c(c2)c(=O)n(C)c(=O)n3C)n1	-2.0	-11.1	11.9	0.909	-2.0	9.7	0.6	-4.2
CCSc1ccccc1C(=O)NC1CCCCC1	-4.0	-15.5	16.6	1.16	-0.3	10.6	-1.5	-18.9
O=C1CN(c2ccccc2Cl)C(=O)CN1c1ccccc1Cl	1.2	11.0	13.5	0.898	0.8	-5.4	0.7	1.0
CC(=O)c1cccc(NC(=O)c2sc3nc4n(c(=O)c3c2C)CCCCC4)c1	0.4	-8.0	20.1	1.33	0.6	-5.8	1.4	12.4
CC(C)N1C(=O)C2ON(c3ccccc3)C(c3cccs3)C2C1=O (configuration not stated)	1.7	-4.1	15.6	0.935	-1.2	-1.9	3.1	11.8
CNC(=O)CS(=O)(=O)CC(=O)Nc1cc(OCCOC)c(Cl)cc1Cl	-0.8	3.8	11.6	0.961	-0.2	-14.3	-3.0	-6.1
CC(=O)Nc1ccc(NC(=O)C(C)OC(=O)c2ccc(C)s2)cc1 (configuration not stated)	-1.0	-3.2	-1.0	0.934	9.9	-6.3	3.2	-9.6
CC(C)NC(=S)NN(c1ccccc1)c1ccccc1	-2.8	12.8	14.3	0.99	-0.4	-2.9	-0.5	1.8
C=CCNC(=O)CCC(=O)NNc1nc2ccccc2c2nc(-c3ccccc3)nn12	0.3	-11.9	13.1	0.869	0.5	-10.1	1.3	34.7
CC(C)(c1ccccc1)c1ccc(OCCN2CCCC2)cc1	-0.8	-13.3	10.1	1.06	2.0	1.2	-1.2	-3.7
Cc1ccc(NC(=S)N(CCCN(C)C)Cc2cc3cc4c(cc3[nH]c2=O)OCO4)c(C)c1	2.9	-7.3	-108.7	0.914	0.1	5.5	-0.1	-4.4
NC(=O)c1cc(N=Nc2c(N)[nH]n(-c3c(Cl)cc(Cl)cc3Cl)c2=O)ccc1Cl	-2.0	13.6	36.2	0.944	0.1	-9.1	3.8	0.5

The final 3 compounds of the part above come first, to join the parts:
SMILES	GRIN3A LBD mod	SENP6 inh	SENP8 block	hIAP act	MPTP block	ATG4B inhibitor	SENP1 inh	PfGluPho inh
CC(C)(c1ccccc1)c1ccc(OCCN2CCCC2)cc1	-0.8	-13.3	10.1	1.06	2.0	1.2	-1.2	-3.7
Cc1ccc(NC(=S)N(CCCN(C)C)Cc2cc3cc4c(cc3[nH]c2=O)OCO4)c(C)c1	2.9	-7.3	-108.7	0.914	0.1	5.5	-0.1	-4.4
NC(=O)c1cc(N=Nc2c(N)[nH]n(-c3c(Cl)cc(Cl)cc3Cl)c2=O)ccc1Cl	-2.0	13.6	36.2	0.944	0.1	-9.1	3.8	0.5
CC(=C/c1ccccc1)/C=N/NC(=O)c1cnccn1	-10.3	-12.0	-2.1	1.02	-1.9	-5.9	0.4	4.2
COc1ccc(C2SCC(=O)N2C)cc1 (configuration not stated)	-8.0	-16.9	9.0	0.838	0.0	-3.3	2.8	-4.1
COc1ccc(N2CCN(C3CCCCC3NS(=O)(=O)c3ccc(Cl)cc3)CC2)cc1 (configuration not stated)	5.2	-8.1	8.2	1.23	0.2	-3.1	0.7	19.5
O=C(CN1C(=O)NC2(CCCCC2)C1=O)N1CCN(S(=O)(=O)c2ccc(F)cc2)CC1	-0.6	-11.7	2.3	0.911	-0.9	3.3	0.0	-1.6
CC(C)C(C(=O)NCC1CCCO1)N(Cc1ccco1)C(=O)CNS(=O)(=O)c1ccc(F)cc1 (configuration not stated)	2.3	-0.6	22.5	0.948	1.5	1.3	1.2	-32.2
Cc1c(CCC(=O)N2CCC(C(=O)O)(c3ccccc3)CC2)c(=O)oc2cc3oc4c(c3cc12)CCCC4	-0.7	-13.8	-173.1	0.744	-0.8	-18.4	-34.4	-20.3
Cc1ccc(N2CCN(C(=O)c3cccs3)CC2)cc1C	-1.0	-3.7	5.6	0.897	-0.3	2.3	2.3	-27.9
CCOc1ccc(C(=O)NC(=S)NCc2cccnc2)cc1[N+](=O)[O-]	1.9	-19.1	11.1	0.95	1.6	0.1	3.7	-0.8
O=C(Nc1ccc(Br)cc1F)C1CCCN(S(=O)(=O)c2cnc[nH]2)C1 (configuration not stated)	0.1	4.4	2.4	1.09	-0.7	-4.3	1.3	6.0
CCC(=O)NC(O)C(=O)c1ccc(C)cc1 (configuration not stated)	0.2	12.4	14.0	1.03	-2.7	-12.2	2.1	-1.1
COc1ccc(NC(=S)Nc2cccc(C(C)=O)c2)cc1OC	2.0	14.1	8.6	1.08	1.2	-1.6	2.7	13.6
Cc1ccc(NC(=S)N(CCN2CCOCC2)Cc2ccccc2F)cc1	-1.5	-6.0	3.3	1.09	3.2	-2.9	1.3	3.1
CC1CCCC(C)N1C(=O)Cc1ccccc1 (configuration not stated)	-1.5	-1.6	5.7	0.865	-0.4	3.1	4.1	-12.1
Cc1cc(C(F)(F)F)nc(SCC(=O)NC2CC3CCC2C3)n1 (configuration not stated)	0.8	10.2	22.0	1.09	1.0	-16.7	3.5	-16.1
CCOc1ccc(CCNC(=O)CCc2c(C)nc3ncnn3c2C)cc1OCC	0.6	-11.3	16.6	1.02	0.6	3.6	0.1	-5.7
CCc1ccc(C(C)NC(=O)/C(C#N)=C\c2cn[nH]c2-c2ccccc2)cc1 (configuration not stated)	-4.2	2.6	6.6	1.23	0.0	-7.8	-0.5	11.9
COc1ccccc1CNC(=O)C1Cc2ccccc2C(=O)O1 (configuration not stated)	1.0	-0.6	0.1	0.939	-0.9	-0.3	2.0	-6.5
COc1ccc(Cc2nnc(SCC(=O)NC3(C#N)CCCCC3)n2N)cc1	2.2	-13.3	10.8	0.877	0.4	0.0	-0.4	-5.0
N#CCC(=O)NC1CCC(CC2CCC(NC(=O)CC#N)CC2)CC1 (configuration not stated)	0.5	-4.9	-2.2	1.19	0.0	4.7	-0.4	-11.3
CCc1ccc(-n2c(Cn3nc(C(F)(F)F)cc3C)n[nH]c2=S)cc1	2.0	-8.7	6.7	0.968	-2.4	9.5	0.8	15.0
CCNC(=O)CN1C(=O)NC2(CCCCCC2)C1=O	-1.0	3.2	9.0	0.903	-0.3	-4.4	1.3	-9.4
CCO[C@H]1OC(C(=O)NCc2ccccc2)=C[C@@H](C(C)(C)C)[C@@H]1CCCO	-2.6	-1.3	15.0	0.885	-0.8	-11.4	-0.1	4.7
CSc1nnc(-c2ccc(Cl)cc2Cl)o1	-1.6	3.0	9.0	0.919	1.0	-4.2	1.1	7.2
CC(C)c1ccccc1OCC(=O)Nc1ccc2[nH]ncc2c1	3.2	2.0	-3.3	0.779	-0.6	-5.4	-1.0	3.4
Cc1nc2ncnn2c(C)c1C/C=C/c1ccccc1	3.3	-7.0	20.8	1	-0.9	-14.2	1.1	9.3
Nc1c(C(=O)N2CCOCC2)sc2nc3c(cc12)CCCC3	-2.4	-16.2	-329.1	0.954	0.6	-2.2	-41.9	28.8
O=S1(=O)C[C@@H](N2CCC(Cc3ccccc3)CC2)[C@H](COCc2ccccc2)N1	·	·	17.2	·	-0.4	·	1.1	10.1
CC(=O)c1cnn(-c2cc(Oc3ccccc3C)ncn2)c1C	-1.0	-5.8	22.0	1.17	23.1	-2.2	2.0	-6.2
CCC(C)NS(=O)(=O)c1ccc(N)cc1 (configuration not stated)	1.1	-0.2	16.1	0.95	0.6	-12.9	0.6	-6.4
O=C(CNC(=O)c1ccc(Cl)cc1Cl)NCC(=O)Nc1ccccc1N1CCOCC1	7.2	-11.9	26.0	0.911	-1.2	-5.0	4.8	7.5
CCn1cc(CNC(=O)/C=C/c2ccc([N+](=O)[O-])cc2)cn1	-2.4	0.7	15.0	0.91	-1.4	-1.4	-2.2	16.9
O=C(CCc1nc2ccccc2c(=O)[nH]1)Nc1cc(C(F)(F)F)ccc1N1CCCC1	-1.2	-1.1	-28.6	1.06	-0.2	3.9	-7.5	-6.1
CCN(CC)S(=O)(=O)c1ccc(-c2nnc(SCc3nnc(-c4ccccc4)o3)o2)cc1	0.9	-1.7	1.7	0.956	1.6	3.6	5.0	-7.2
Cc1noc(C)c1COC(=O)c1ccc2c(c1)OCCO2	1.0	-11.0	18.0	0.892	-0.3	-2.1	2.2	-40.5
CCCc1c(C(=O)N/N=C(\C)c2cc(C)sc2C)nnn1-c1nonc1N	·	·	20.7	·	2.1	·	4.2	-3.7
Nn1c(SCC(=O)Nc2ccc3c(c2)OCO3)nnc1-c1ccccc1	2.4	8.4	13.8	1.44	-0.3	-4.4	1.5	4.2
O=c1c(-c2ccc3c(c2)OCCO3)coc2c(CN3CCOCC3)c(O)ccc12	2.0	-4.6	-497.3	0.985	-3.6	-8.4	-1.1	-8.0
COc1ccc(CN2CC(C(=O)NCCc3ccc(Cl)cc3)CC2=O)cc1 (configuration not stated)	-2.1	-8.8	2.8	1.16	-0.5	-1.6	2.6	1.5
COc1nc(OC)nc(N2CCCCCC2)n1	0.6	12.4	4.8	0.982	0.8	-2.7	-0.5	-9.5
O=C(Nc1ccc(Cl)cc1)c1cc(Br)ccc1OCC(=O)N1CCOCC1	7.4	-14.5	3.5	1.21	2.0	-2.2	3.0	26.1
CCN(CC)S(=O)(=O)c1ccc2oc(Nc3ccc4c(c3)OCCO4)nc2c1	-9.5	-31.5	10.0	1.03	3.9	-9.8	0.5	8.8
COc1cc2[nH]c(=O)n(CCCC(=O)N3CC=C(c4ccccc4)CC3)c(=O)c2cc1OC	-1.7	-7.2	-68.3	1.06	-0.1	5.7	2.0	21.8
Oc1ccc(/C(Cc2ccc3ccccc3n2)=N\Nc2ccccc2)c(O)c1	-2.6	0.7	-14.1	0.896	2.0	3.5	-18.7	31.6
CCOc1ccc2nc(SCC)[nH]c2c1	-0.4	17.5	2.2	0.854	1.1	-12.7	3.6	9.8
O=C1CC(NS(=O)(=O)c2ccc([N+](=O)[O-])cc2)CN1c1ccc2c(c1)OCCO2 (configuration not stated)	2.8	-10.4	-1.3	1.07	-1.0	-0.9	0.0	8.6
O=C(Nc1ccccc1)N1CCCc2ccccc21	-0.2	-1.6	13.5	0.911	1.8	-1.0	0.3	11.9
COc1ccc(CC(=O)N2CCN=C2SC)cc1	-2.6	-6.3	3.1	1.14	-0.4	1.4	0.6	-11.9
Cc1onc(NC(=O)c2ccc(Cl)cc2Cl)c1Br	4.6	-3.4	5.4	1.02	-1.9	-3.1	1.4	3.9
Cc1cc(Br)cc(Br)c1OCC(=O)NNC(=O)Nc1ccccc1	2.9	-12.7	17.2	1.64	2.7	-2.9	-0.3	-0.4
CCn1c(SCC(=O)Nc2ccc(C)cc2)nnc1-c1ccccn1	-0.2	-4.6	2.6	1.1	0.9	1.1	2.9	22.1
COc1cccc(C2c3[nH]c4ccccc4c3CCN2CCCn2cccn2)c1 (configuration not stated)	-1.1	-7.8	-125.3	0.952	0.8	-8.9	-46.4	21.3
Cc1ccc(C(=O)N2CCCC(Nc3ccc(F)c(F)c3)C2)cn1 (configuration not stated)	-29.0	-5.4	9.9	1.04	2.2	3.3	1.0	-9.4
C=CCN1C(=O)c2ccc(C(=O)OCC(=O)Nc3ccc(S(N)(=O)=O)cc3)cc2C1=O	16.8*	-6.4	9.2	0.956	-0.5	-12.1	-0.9	-5.2
CC(C)Cc1cc(C(=O)NCCN2CCOCC2)no1	-1.2	2.4	4.6	0.902	1.7	0.6	-0.9	-4.7

High-throughput results (PubChem)
